hiPSC survival = hiPSC single-cell survival enhancement | 0.044% of 360,000 active | ATPlite luminescence; 100% = ROCK inhibitor wells, 0% = DMSO | AID 602274 | survival enhancement, % at 20 µM; in the data active = survival enhancement above about 18%;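 note: cells exposed to compounds for 16 hours before the ATP read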
NR2E3 ag-1 = agonists of human NR2E3 nuclear receptor; CHO-S Gal4-NCOR/VP16-NR2E3 two-hybrid, luciferase; inhibition of corepressor binding, % at 3.98 µM; 0.35% of 360,000 active; Q9Y5X4; AID 602229;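 active = inhibition above the mean of all tested compounds plus 3 SD, cut at about 70% in these data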;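 note: 0% = DMSO with NR2E3 transfected cells and 100% = cells lacking NR2E3 construct; higher means lower luciferase signal from less NR2E3 corepressor binding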
Target sequence (Q9Y5X4 whole entry, looked up, the tested form may be a part): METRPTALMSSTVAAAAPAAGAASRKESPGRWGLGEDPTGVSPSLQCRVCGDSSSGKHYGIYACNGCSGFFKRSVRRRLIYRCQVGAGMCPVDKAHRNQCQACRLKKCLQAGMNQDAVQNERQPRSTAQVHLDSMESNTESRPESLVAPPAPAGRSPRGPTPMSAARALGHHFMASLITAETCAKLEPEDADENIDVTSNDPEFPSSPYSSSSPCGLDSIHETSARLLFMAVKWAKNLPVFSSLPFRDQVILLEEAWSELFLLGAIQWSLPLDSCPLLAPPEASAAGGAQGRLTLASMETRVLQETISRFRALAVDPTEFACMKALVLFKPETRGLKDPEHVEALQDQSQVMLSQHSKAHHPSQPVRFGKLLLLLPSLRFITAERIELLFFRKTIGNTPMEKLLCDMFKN
CaV13 FRET inh = Disruptors of the CACNA1D IQ motif to Ca2+-dependent inactivation inhibitor domain association, primary screening, Förster resonance energy transfer in intact living …. HEK cells, CFP/YFP FRET ICDI-IQ, plate reader, 10 min; percent FRET-ratio fall versus neutral wells. inhibition, % at 12.3 µM. 0.098% of 340,000 active. AID 743397;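 active = mean replicate inhibition of at least 30% and at least 1% of replicates passing that level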;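 note: 0% = median of the neutral control wells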
NR2E3 ag-2 = NR2E3 (human) agonism. Q9Y5X4. GST-NR2E3/biotin-RetCOR TR-FRET, 1536-well. inhibition of corepressor binding, % at 4.78 µM. 0.12% of 320,000 active. AID 2300;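 active = percent inhibition above the cutoff of mean plus 3 SD of all tested compounds, set per screening campaign, cut at about 20% in these data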;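 note: 0% = DMSO wells and 100% = biotin wells as full block of FRET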
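Test system – NR2E3–RetCOR corepressor complex · Quantity – NR2E3 fusion 1.35 nM · Buffer or medium – Tris pH 7.5 · Incubation – Compound–protein incubation for 5 h at 4 °C · Technique – TR-FRET, Eu(K)-anti-GST donor, streptavidin-D2 acceptor, ex 340, em 617/671 nm · Evaluation – percent inhibition of 671/617 nm emission ratio versus biotin and DMSO controls · Plate – 1536-well format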
Peg3 prom inh = inhibitors of Peg3 promoter; 1.7% of 360,000 active; HeLa PEG-Prom luciferase reporter, luminescence, overnight; inhibition, % at 20 µM;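 active = inhibition of at least 50% at 20 µM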
aDG glyco up = increases alpha dystroglycan glycosylation | Pro5-aDG cells, alpha-DG glycosylation AlphaScreen (IIH6); 0% Pro5, 100% B10-LARGE cell signal | activation, % at 10 µM | 0.22% of 360,000 active | AID 624168;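 active = activation of at least 8% versus controls, or a plate z-score of at least 8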;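 note: Pro5 are CHO cells carrying HIG-tagged alpha-DG that lacks glycosylation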
PDI turbidity = blocks human protein disulfide isomerase activity | P07237 | PDI insulin aggregation turbidity, A650, 90 min | inhibition, % at 10 µM | 0.052% of 350,000 active | AID 588391;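 active = mean inhibition across replicates of 30% or more, whatever share of single replicates reach that level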;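 note: absorbance from insulin aggregation driven by PDI reduction with DTT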
Target sequence (P07237 whole entry, looked up): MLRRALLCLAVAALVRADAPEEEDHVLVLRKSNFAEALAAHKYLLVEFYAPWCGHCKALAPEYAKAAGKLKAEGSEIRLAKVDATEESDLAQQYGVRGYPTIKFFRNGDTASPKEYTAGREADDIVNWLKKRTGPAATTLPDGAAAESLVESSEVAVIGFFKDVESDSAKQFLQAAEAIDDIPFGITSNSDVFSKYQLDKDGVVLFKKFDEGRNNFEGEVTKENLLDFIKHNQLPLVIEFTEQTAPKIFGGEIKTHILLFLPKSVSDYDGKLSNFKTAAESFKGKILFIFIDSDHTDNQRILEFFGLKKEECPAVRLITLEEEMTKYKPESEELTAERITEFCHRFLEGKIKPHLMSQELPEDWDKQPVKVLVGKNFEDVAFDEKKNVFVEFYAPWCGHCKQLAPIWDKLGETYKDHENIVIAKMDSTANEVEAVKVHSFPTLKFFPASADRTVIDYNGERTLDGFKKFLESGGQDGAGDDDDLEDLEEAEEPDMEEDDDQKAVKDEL
Granule exo inh = blocks lytic granule exocytosis; TALL-104 LAMP-1 surface exposure, flow cytometry; cells stimulated with thapsigargin and PMA; inhibition, % at 10 µM; 0.66% of 360,000 active; AID 651702;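 active = inhibition above about 55%, limit read from the data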
HIF-2a block = HIF-2a inhibition; inhibition, % at 18.8 µM; 0.72% of 360,000 active; 786-0 RCC cells HIF-2a reporter, luciferase luminescence, overnight;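 active = inhibition of the luminescence signal of 40% or more relative to plate controls, in a single-dose primary screen at 18.75 µM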
Vif inh = blocks HIV Vif function. HEK293T cells, Vif self-association by quenched fluorescence, imaging, 24 h. inhibition, % at 7.49 µM. 0.35% of 340,000 active. AID 602346; in the data active = inhibition above about 50%, passing the limit was not always enough; note: some results filed as inactive read as strong as hits
TRPM1 prom inh = reduces MITF-dependent TRPM1 promoter luciferase signal | 0.83% of 330,000 active | inhibition, % at 12.5 µM | SK-MEL-5 TRPM1 promoter luciferase, 24 h;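 active = mean inhibition across replicates of 60% or more, whatever share of single replicates reaches that level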; note: values of inactives mirror those of a sister screen read the other way
* marks the source's active call; other numbers are inactive results; / = no result given.

SMILES	hiPSC survival	NR2E3 ag-1	CaV13 FRET inh	NR2E3 ag-2	Peg3 prom inh	aDG glyco up	PDI turbidity	Granule exo inh	HIF-2a block	Vif inh	TRPM1 prom inh
CCOC(=O)c1c(C)[nH]c(C(=O)OCC(=O)NC2CCS(=O)(=O)C2)c1C (stereo unspecified)	0.9	0.8	/	0.0	1.7	0.0	-0.2	-2.4	8.0	3.2	3.8
O=C(ON=C1CCN(S(=O)(=O)c2ccccc2)CC1)c1ccc(Cl)cc1	1.5	-9.7	-3.6	0.2	6.0	-0.2	-4.3	1.6	20.7	12.4	8.8
COc1ccc(-c2nnc(SCc3cccc(C#N)c3)o2)cc1	-1.4	-7.8	-7.9	1.9	-27.0	0.0	-2.1	-1.5	-104.3	-4.2	7.6
CCOc1ccc(S(=O)(=O)N2CCOCC2)cc1NS(=O)(=O)c1ccc(OC)c([N+](=O)[O-])c1	-0.1	-17.6	-1.2	-2.1	-17.3	-0.3	11.2	4.2	7.8	/	4.7
Cc1ccc(S(=O)(=O)N/N=C/c2cccc3c2OCCO3)cc1	2.4	1.9	-3.6	-0.8	10.7	0.2	-2.8	1.2	14.1	2.1	4.2
CCOC(=O)N1CCN(S(=O)(=O)CCNC(=O)c2cccc(OC)c2)CC1	-0.3	-18.8	-6.3	0.9	16.1	-0.1	-0.5	-4.9	4.2	5.4	1.5
CCNC(=S)N1CCN(c2ccc([N+](=O)[O-])cc2)CC1	-2.3	6.9	/	-3.4	-5.3	0.1	-11.3	1.2	4.3	5.2	3.4
Cc1ccc(C(=O)NCC(=O)OCC(=O)c2ccc3c(c2)NC(=O)CO3)cc1C	0.8	-7.5	4.0	3.1	0.6	0.0	0.2	1.1	10.3	-6.0	13.1
CN1CCN(CC(=O)Nc2ccccc2Sc2ccccc2)CC1	2.9	1.7	-6.1	5.4	11.9	0.4	3.0	-0.3	-0.9	2.8	-0.5
CC(C)NC(=O)Nc1ccc2c(c1)C(=O)N([C@@H](C)CO)C[C@@H](C)[C@H](CN(C)Cc1ccccc1)OCCCC[C@H](C)O2	-1.5	-19.4	-2.9	/	-12.2	-0.1	-5.6	6.4	3.2	-6.3	/
Cc1ccc(S(=O)(=O)N2CCCCC2)cc1C(=O)N1CCCCCC1	-0.3	-30.8	-6.4	1.7	22.9	0.1	1.9	-1.4	25.4	6.0	-7.0
CC(=O)c1cnc(N(C)C)s1	-0.4	-30.2	0.1	-0.9	6.8	0.0	-2.6	2.0	15.2	4.6	4.1
Cc1cc(N)n2nc(C)c(-c3ccc(Cl)cc3)c2n1	-1.1	23.2	-0.1	6.0	14.7	0.7	-1.4	0.7	0.2	-4.2	0.6
Cn1c(=O)c2c(-c3ccccc3)n(-c3ccccc3Br)cc2n(C)c1=O	0.2	4.9	-8.0	/	43.8	-0.2	/	-3.7	-14.0	-13.6	/
CCC(C)[C@H](NC(=O)NCCC1=CCCCC1)C(=O)O (stereo partly specified)	-0.1	-8.7	-18.4	-0.1	1.5	0.2	-1.3	-1.1	18.7	4.7	7.0
Cc1ccc(C)c(NC(=O)CSc2nnc(-c3cc(C)[nH]n3)n2N)c1	0.0	-10.7	-2.6	0.4	-2.5	-0.3	3.3	-1.1	11.7	7.4	2.3
CCCCN(C(=O)CC1CCCCC1)c1c(N)n(CCCC)c(=O)[nH]c1=O	2.3	10.4	-5.7	/	18.9	0.2	1.0	0.5	13.7	/	/
CCOC(=O)c1[nH]cnc1C(=O)Nc1ccccc1	1.7	2.0	-13.0	-0.1	-18.5	0.1	-2.2	-0.3	-4.7	-6.1	-5.8
CC(=O)N1CCN(c2ccccc2NC(=O)COc2ccc(Br)cc2)CC1	-1.6	-2.2	-3.2	-0.2	11.6	0.1	-1.5	-1.5	7.9	-2.2	-1.1
CCNC(=O)NC(=O)C(C)OC(=O)c1ccc(SC)cc1OC (stereo unspecified)	-1.3	-41.6	-6.8	2.8	7.0	-0.4	-1.5	-1.7	19.4	1.2	5.8
O=C(Nc1cccc(S(=O)(=O)Nc2ccc(Cl)cc2)c1)c1ccc[n+]([O-])c1	-0.6	1.8	-15.1	1.3	18.7	0.2	-0.2	1.3	12.8	4.9	-1.3
CC(C)(C)NC(=O)CSc1nncn1-c1ccccc1	-1.6	10.8	/	1.1	-6.2	-0.2	-9.1	-0.7	14.4	9.7	3.8
Cc1c(C(=O)N(C)Cc2ccc(OC(F)F)cc2)oc2ccccc12	0.7	-17.2	-6.8	1.1	-22.0	0.4	0.2	3.6	-39.2	2.7	1.0
O=C(NCCNCc1ccccn1)c1ccco1	1.4	-2.3	10.5	-1.2	20.2	-0.1	0.3	-0.3	12.3	-5.4	1.3
Cc1nn(CC(=O)N2CCCCCC2)c(=O)c2cc3occc3n12	0.3	-1.4	-2.5	-2.2	1.1	-0.2	7.4	2.5	-5.3	-3.3	-7.0

The final 3 compounds of the part before are carried over, then new ones follow.
SMILES	hiPSC survival	NR2E3 ag-1	CaV13 FRET inh	NR2E3 ag-2	Peg3 prom inh	aDG glyco up	PDI turbidity	Granule exo inh	HIF-2a block	Vif inh	TRPM1 prom inh
Cc1c(C(=O)N(C)Cc2ccc(OC(F)F)cc2)oc2ccccc12	0.7	-17.2	-6.8	1.1	-22.0	0.4	0.2	3.6	-39.2	2.7	1.0
O=C(NCCNCc1ccccn1)c1ccco1	1.4	-2.3	10.5	-1.2	20.2	-0.1	0.3	-0.3	12.3	-5.4	1.3
Cc1nn(CC(=O)N2CCCCCC2)c(=O)c2cc3occc3n12	0.3	-1.4	-2.5	-2.2	1.1	-0.2	7.4	2.5	-5.3	-3.3	-7.0
Cc1cnc(NC(=O)CSc2ccc(Cl)cc2)s1	5.7	-12.4	-4.4	0.5	-45.5	0.2	-4.1	2.0	-50.1	-15.5	-16.9
COc1ccc(C(CNC(=O)C2CC(=O)N(Cc3ccccc3)C2)N2CCOCC2)cc1 (stereo unspecified)	-0.3	14.6	-4.3	1.6	4.6	-0.1	-6.3	5.1	-9.2	-5.4	-2.8
CCOC(=O)c1sc(=S)n(C)c1NC(=O)c1ccc(OC)cc1	0.2	-2.4	-4.6	-1.3	15.0	0.0	1.5	-10.5	18.1	2.1	6.1
O=C(CSc1n[nH]c(-c2ccncc2)n1)c1cccc([N+](=O)[O-])c1	-0.8	-31.4	-4.5	3.5	11.2	-0.4	-2.6	2.0	0.9	-9.0	-8.3
O=C(NCCc1ccc(Cl)cc1)C1CCCN1C(=O)NCc1ccccc1 (stereo unspecified)	0.4	-18.4	-21.7	7.4	6.2	0.0	9.5	12.5	10.2	-0.7	3.0
Cc1ccccc1Nc1nc(N)nc(CN(C)Cc2ccccc2Cl)n1	-0.2	-67.3	-5.1	0.0	-69.0	0.2	-18.3	-0.5	-128.5	4.3	-25.3
CC1C/C(=C/c2cccs2)C(=O)/C(=C/c2cccs2)C1 (stereo unspecified)	-2.2	-20.3	-5.4	-2.4	-22.4	-0.4	-6.3	0.0	-77.3	-0.6	-16.3
COc1ccc(S(=O)(=O)N/N=C(/C)c2ccc(C)o2)cc1	-0.6	24.1	2.3	6.6	1.9	-0.2	-4.3	-1.0	8.8	0.0	-1.6
C#CCNc1ccc(C(=O)OCC)cc1	0.1	-36.6	-3.7	-0.7	-92.4	0.0	4.9	-1.3	-81.0	12.1	-40.6
Cc1cc(OCC(=O)Nc2ccncc2)cc(C)c1Br	-0.6	3.2	-5.0	-0.5	-237.6	0.0	-14.0	-1.8	-0.1	/	0.7
Cc1ccc2[nH]c3c(c2c1)CNCC3	0.6	12.8	-4.7	1.5	-4.2	-0.1	2.6	3.1	8.8	48.7	1.9
O=C(O)c1ccc(N2CCN(c3ccc(Cl)cc3)CC2)c([N+](=O)[O-])c1	-0.6	-10.2	-4.7	-2.4	-8.0	-0.1	-7.8	2.4	10.9	20.0	0.8
COc1ccc(C2C3CCCCC3(O)CCN2C(=O)c2cccs2)cc1 (stereo unspecified)	0.2	-3.7	-4.5	1.2	5.0	-0.1	-4.0	0.2	9.2	7.7	-5.0
COc1ccccc1CNS(=O)(=O)CCNC1CCCCC1	0.0	-10.2	-2.3	/	3.2	-0.2	-7.5	-6.1	10.3	-7.0	5.7
CC(C)(C)OC(=O)C[C@@H]1C/C=C\C[C@H](CC(=O)N(CCO)Cc2ccccc2)C(=O)NC[C@@H](c2ccccc2)OC1=O	8.7	34.8	-3.5	/	-42.8	0.2	3.5	3.1	-26.7	0.6	1.0
CCc1cccc(CC)c1N1C(=O)c2cc(N3CCOCC3)c([N+](=O)[O-])cc2C1=O	1.4	-15.4	-4.1	1.6	9.0	-0.3	-5.6	-2.0	19.4	-3.6	-1.0
CCOC(=O)C1(C(=O)OCC)C(C)CC(=O)N1c1ccccc1OC (stereo unspecified)	-0.1	-5.9	-5.2	/	10.9	-0.1	-3.4	20.5	18.6	9.5	/
COc1ccc(-c2cc(C)no2)cc1S(=O)(=O)Nc1cccc(C)c1	1.0	-13.7	-4.4	0.8	13.1	1.1	-3.0	6.9	8.2	-7.4	-9.3
Cc1nonc1OCCNCCNc1ccc([N+](=O)[O-])cc1Cl	0.5	-1.2	-25.6	2.0	10.8	-0.1	12.0	1.0	6.6	7.4	4.0
O=C1ON=C(c2ccc([N+](=O)[O-])cc2)/C1=C/c1ccccc1O	0.0	-23.2	-4.0	/	13.3	-0.1	-2.3	3.0	20.6	5.9	18.0
CCOC(=O)c1cc2c(ccn2C)n1Cc1ccc(Cl)cc1	0.9	-21.2	2.9	2.0	2.5	-0.3	-2.3	5.1	-20.4	2.9	-4.4
COc1ccc(Cc2nc(C(=O)Nc3ccc(F)cc3)cs2)cc1	4.5	1.5	-4.6	1.1	-131.6	-0.1	-0.7	-3.9	-167.6	-18.6	14.7
CCc1cccc(OCC(=O)N(C)CC(=O)Nc2cccc(F)c2)c1	0.0	-19.7	-5.4	-1.3	2.6	0.2	-11.0	0.3	-4.5	1.3	-7.0
CCCCC(CCC(=O)Nc1cccc([N+](=O)[O-])c1)C(=O)O (stereo unspecified)	-0.3	-10.6	-0.2	-2.8	15.3	0.1	-4.9	-1.9	19.4	-3.7	5.2
CCOc1ccc(C(=O)NCC(=O)OCC(=O)Nc2ccccc2OC)cc1	2.6	-1.7	-4.9	2.1	-4.5	0.0	-5.2	-1.7	17.5	/	-1.0
COCC(=O)c1[nH]c2ccccc2c1C	-3.2	-15.4	-3.2	-0.6	-9.5	-0.3	-7.1	-2.6	-2.4	4.2	5.1
COC(=O)c1ccc(Cl)c(NC(=O)CN(c2ccccc2)S(=O)(=O)c2ccc(OC)cc2)c1	-0.7	15.4	-5.0	2.9	28.9	0.2	-3.2	-2.8	21.1	-13.8	22.6
N#C/C(=C(/O)COc1ccc(Br)cc1)c1nnc2n1CCCCC2	-1.0	-25.4	-4.7	2.2	2.1	-0.1	-1.8	4.7	11.6	4.3	-1.0
CCOC(=O)[C@]12CCCC=C1N(Cc1ccc(Cl)cc1Cl)C(=O)[C@H](CC(=O)N1CCCCC1)C2	-0.2	-10.9	-1.9	/	/	-0.3	/	-1.2	1.4	/	/
COc1ccc(NC(=O)NCCN2CCN(c3ccc(C)cc3)CC2)c(Cl)c1	-0.6	9.9	-21.3	2.5	3.8	0.2	-9.6	5.2	6.7	5.3	11.8
